# Bioassay records: PubChem BioAssay, several laboratories
# MC4R ag barr: MC4R agonists recruiting beta-arrestin, primary screen, cell-based, luminescence, agonist arm of biased-ligand search. Melanocortin receptor 4 (Homo sapiens), P32245. U2OS MC4R beta-arrestin complementation; percent of melanotan II response, DMSO zero. activation, % at 8.9 µM. 0.98% of 360,000 active. AID 540308, 2011;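 active means activation above a per-plate cutoff, the mean activation of sample wells on that plate plus 3 SD, cut at about 8% in these data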
# ABHD5-PLIN5 inh: ABHD5-PLIN5 interaction inhibitors, primary screen, cell lysate, split luciferase complementation, luminescence. Perilipin-5 (Homo sapiens) + 1-acylglycerol-3-phosphate O-acyltransferase ABHD5 (Homo …. Split G. princeps luciferase complementation, 4 h. inhibition, % at 4 µM. 0.78% of 360,000 active;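 active means inhibition above the mean inhibition across every tested compound plus 3 SD, cut at about 22% in these data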;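 further: 0% = DMSO only wells and the 100% control is not disclosed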
# Target sequence (Q00G26 whole entry, looked up): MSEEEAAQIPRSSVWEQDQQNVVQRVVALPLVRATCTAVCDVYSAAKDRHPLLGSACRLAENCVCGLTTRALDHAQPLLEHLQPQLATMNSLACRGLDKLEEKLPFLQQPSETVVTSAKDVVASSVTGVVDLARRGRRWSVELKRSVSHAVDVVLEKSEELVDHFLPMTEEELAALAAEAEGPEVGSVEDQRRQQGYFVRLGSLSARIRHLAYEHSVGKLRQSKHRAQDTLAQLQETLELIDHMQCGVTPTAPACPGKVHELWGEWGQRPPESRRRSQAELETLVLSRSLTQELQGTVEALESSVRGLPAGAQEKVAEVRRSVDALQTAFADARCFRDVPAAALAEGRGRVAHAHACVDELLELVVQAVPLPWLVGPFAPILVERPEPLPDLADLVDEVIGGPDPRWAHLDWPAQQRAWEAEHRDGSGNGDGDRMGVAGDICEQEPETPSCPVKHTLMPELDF
# Target sequence (Q8WTS1 whole entry, looked up): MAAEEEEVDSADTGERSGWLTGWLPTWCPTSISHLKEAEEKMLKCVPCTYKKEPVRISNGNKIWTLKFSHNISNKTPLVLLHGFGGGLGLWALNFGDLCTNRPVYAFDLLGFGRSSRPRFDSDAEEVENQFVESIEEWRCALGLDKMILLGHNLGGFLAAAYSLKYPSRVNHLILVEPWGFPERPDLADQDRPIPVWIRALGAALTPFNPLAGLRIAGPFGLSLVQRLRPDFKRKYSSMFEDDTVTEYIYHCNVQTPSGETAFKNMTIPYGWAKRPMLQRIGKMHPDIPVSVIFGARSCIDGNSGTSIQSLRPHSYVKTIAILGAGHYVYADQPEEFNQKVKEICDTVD
# Vif imaging: HIV Vif self-association inhibitors, primary screen, imaging, HEK293T, single point. inhibition, % at 7.49 µM. HEK293T cells, Vif self-association by quenched fluorescence, 24 h. AID 602346, 2012. 0.35% of 340,000 active; in the data active means inhibition above about 50%, passing the limit was not always enough; further: some results filed as inactive read as strong as hits
# aDG glyco act: activators of alpha-DG glycosylation, primary screen, uHTS, Pro5-aDG cells, AlphaScreen | alpha-DG glycosylation AlphaScreen (IIH6); 0% Pro5, 100% B10-LARGE cell signal | activation, % at 10 µM | 0.22% of 360,000 active | AID 624168, 2012;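 active means activation of at least 8% versus controls, or a plate z-score of at least 8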;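 further: Pro5 are CHO cells carrying HIG-tagged alpha-DG that lacks glycosylation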
# Granule exo inh: LAMP-1 surface exposure blockers, TALL-104 cells – cell-based, flow cytometry, MLPCN library, primary screen; TALL-104 LAMP-1 surface exposure; cells stimulated with thapsigargin and PMA; inhibition, % at 10 µM; 0.66% of 360,000 active;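 active means inhibition above about 55%, limit read from the data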
# ABCB6 inh 2: ABCB6 transporter inhibitors, primary screen, K562-ABCB6 cells, flow cytometry, MLPCN library; ATP-binding cassette sub-family B member 6 (Homo sapiens), Q9NP58; K562-ABCB6 porphyrin accumulation, 1 h; active compounds read low; fluorescence ratio to DMSO, % at 10 µM; 0.19% of 360,000 active;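 active means fluorescence ratio to DMSO below 75%, the collection mean minus 3 SD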;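 further: signal is porphyrin accumulated inside mitochondria; 100% equals median channel fluorescence of DMSO control wells; lower ratio means ABCB6 inhibition with less porphyrin fluorescence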
# N-glyco inh: increase of ERlucT glycosylation luciferase signal, primary screen, N-linked glycosylation inhibitor project, D54 ERlucT cells, luminescence, set 2. D54 ERlucT glycosylation luciferase reporter, 24 h; percent of 100 nM tunicamycin response. reporter increase, % at 12.5 µM. 0.23% of 360,000 active;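 active means mean luciferase reporter signal, scaled so untreated is 0 and the glycosylation-blocking control 100, at or above a set limit in every replicate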;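 further: luciferase carries N-glycosylation sites so blocking glycosylation raises the light; 0% = median of neutral control wells and 100% = median of 100 nM tunicamycin wells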
# NOD2-RIPK2 inh: NOD2-RIPK2 binding disruptors in cells, primary screen, fluorescence, CHO cells, BLA complementation; Receptor-interacting serine/threonine-protein kinase 2 (Homo sapiens), O43353; CCF4 ratio; inhibition, % at 4.98 µM; 0.38% of 360,000 active; AID 624267, 2012; in the data active means inhibition above about 21%;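 further: 0% = vehicle only and 100% = reference blocker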
# MC4R antagonist: MC4R antagonists of cAMP signaling, primary screen, cell-based, TR-FRET, antagonist arm of biased-ligand search. MC4R-expressing cells, MTII-stimulated cAMP, LANCE TR-FRET. inhibition, % at 6.5 µM. 0.48% of 360,000 active. AID 540295, 2011;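 active means inhibition above its plate's cutoff, the mean of tested wells on that plate plus 3 SD, cut at about 29% in these data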;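 further: 0% = Melanotan II alone and 100% = Melanotan II plus saturating MCL0020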
#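 material = U2OS cells stably expressing human melanocortin 4 receptor (MC4R) | also added = Melanotan II challenge | dosing = single nominal compound dose of 6.5 µM | detection = TR-FRET with Eu-cAMP and labeled anti-cAMP, 671 nm | replication = singlicate | timing = compound 30 min, challenge 1 h, detection 1 h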
# TLR9-MyD88 block: inhibitors of TLR9-MyD88 association in cells, primary screen, cell-based, CHO, BLA complementation, fluorescence; 0.21% of 340,000 active; inhibition, % at 4.98 µM; CCF4 FRET ratio; AID 504734, 2011; Toll-like receptor 9 (Homo sapiens) + Myeloid differentiation primary response protein …;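 active means inhibition above the mean over all tested compounds plus 3 SD, cut at about 21% in these data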;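 further: 0% = DMSO only wells and 100% = clavulanate BLA inhibitor control wells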
# Active calls of the source: *; i = inactive; . = not tested or not shown.
SMILES,MC4R ag barr,ABHD5-PLIN5 inh,Vif imaging,aDG glyco act,Granule exo inh,ABCB6 inh 2,N-glyco inh,NOD2-RIPK2 inh,MC4R antagonist,TLR9-MyD88 block
Cn1c(CCN2CCCCC2)nc2cc(NC(=O)COc3ccccc3)ccc21,-1.5,8,-4,0.3,0,98,-8,-9,8,-3
CN(C)S(=O)(=O)N1CCC(Oc2cccc(C(=O)NC3CCCCC3)c2)CC1,-2.7,-8,-7,1.1,5,98,-4,-17,10,-6
COc1ccc(S(=O)(=O)N2CCCCC2)cc1NC(=O)c1ccc(CS(C)(=O)=O)cc1,-0.1,7,1,-0.2,4,99,-1,1,-4,-4
Cc1ccc(-c2[nH]ncc2/C=C(\C#N)C(=O)NC2CCCCC2)cc1,2.9,-5,1,-0.3,3,96,-1,1,2,4
O=C(CCS(=O)(=O)c1ccccc1)Nc1ccc(S(=O)(=O)Nc2ncccn2)cc1,-0.3,-1,9,0.1,7,98,0,-3,-2,-1
COc1ccc(N2CCN(C(=O)c3ccc4c(=O)n(CC5CCCO5)c(=O)[nH]c4c3)CC2)cc1 (stereo not given),-1.1,4,.,-0.1,1,80,.,0,-2,5
Cc1ccc(OCCC(=O)OCC(=O)c2ccc3c(c2)NC(=O)CO3)cc1,2.0,-6,2,0.2,-4,96,2,-9,8,6
O=c1c(-c2ccco2)[n+]([O-])c2ccccc2n1OCc1ccccn1,-3.9,2,.,0.1,-1,94,5,0,-19,7
c1ccc(CN2CCN(Cc3c[nH]c4ccccc34)CC2)cc1,-0.3,3,0,0.1,28,97,-3,-6,4,1
O=C(CSc1nc2ccccc2c(=O)n1CC1CCCO1)NCC1CCCO1 (stereo not given),-3.1,-3,-1,0.0,2,99,1,1,8,1
COCCN(C(=O)COC(=O)c1cccc2ccccc12)c1c(N)n(Cc2ccccc2)c(=O)[nH]c1=O,-1.7,2,7,-0.2,-9,95,0,2,5,7
O=C(Cc1ccccc1)NNC(=O)C1CC=CCC1 (stereo not given),0.7,-3,1,0.0,-13,98,-1,3,2,11
OCCN1CCOCCOCCN(CCO)CCN(CCO)CC1,3.2,-8,-5,-0.1,-2,99,2,-10,8,3
Cc1cccc(NC(=O)CCS(=O)(=O)c2ccc3c(c2)oc(=O)n3C)c1,-0.9,-8,-9,0.1,-8,93,0,-15,-4,-1
CCn1c(=O)n(CC)c2cc(S(=O)(=O)N3CCOCC3)ccc21,-0.7,4,-1,0.0,0,100,3,-7,11,12
Cn1c(NC(=O)c2ccccc2)c(-c2cccs2)c(=O)c2ccccc21,1.5,-1,4,0.5,-6,106,3,-8,10,-4
CC(C)c1ccc(NS(=O)(=O)c2cn(C)c(=O)n(C)c2=O)cc1,-1.1,-8,-7,-0.2,-3,99,1,-3,6,-6
COc1cccc(C(=O)NNC2=C(C(=O)C(F)(F)F)CCC2)c1,-0.3,2,-6,-0.1,1,97,4,-6,8,.
CCOC(=O)N1CCN(S(=O)(=O)c2ccc(C(=O)NNc3nc4c(C)cc(C)cc4s3)cc2)CC1,-1.3,-5,4,-0.7,-1,97,-4,14,4,.
CSc1nncc(/C(C)=N\Nc2ccccc2C)n1,4.8,-4,5,0.0,-3,105,-1,0,-2,-2
CC(OC(=O)c1cc2sccc2n1C)C(=O)NCC1CCCO1 (stereo not given),1.1,2,-3,-0.1,2,96,1,-3,-1,5
Nc1nc(SCC(=O)NN(c2ccccc2)c2ccccc2)n[nH]1,1.0,-2,-1,0.4,3,105,0,-3,1,-3
O=C(COC(=O)/C=C/c1ccccc1)NCCNC(=O)COC(=O)/C=C/c1ccccc1,-4.0,-11,-2,0.5,-2,90,3,-9,3,-1
COC(=O)c1ccc2c(c1)N(Cc1ccccc1F)C(=O)c1ccccc1S2=O (stereo not given),0.1,0,-14,-0.1,0,99,-3,1,1,-12
CCCCc1cc(=O)oc2c(CN3CCN(C)CC3)c(O)ccc12,-2.1,8,-12,0.0,16,101,-4,-4,3,-1
CC(NC(=O)Cc1ccc(F)cc1)c1ccccc1 (stereo not given),-0.6,-5,15,-0.2,-2,97,0,6,4,-7
O=C(NC1CCCCC1)C(c1ccncc1)N(C(=O)Cn1nnc(-c2cccs2)n1)C1CCCC1 (stereo not given),-0.7,2,4,0.1,-4,108,-3,0,2,1
CCOc1ccccc1C(=O)OCC(=O)Nc1ccc(N2CCCCC2)cc1,1.7,-3,6,-0.6,-1,97,-2,-10,-6,-6
COC(=O)c1c(C)[nH]c(C(=O)/C=C/c2cccc(Cl)c2)c1C,2.9,2,-1,0.3,3,92,17,-15,-10,-12
CCCCCCOc1ccc(NC(=O)CC2C(=O)N(CC)C(=S)N2Cc2ccco2)cc1 (stereo not given),3.9,-8,-9,0.9,-2,103,-3,-8,13,-5

# Full records, quoted from the list:
# `O=C(COC(=O)/C=C/c1ccccc1)NCCNC(=O)COC(=O)/C=C/c1ccccc1` reads MC4R ag barr = -4.0; ABHD5-PLIN5 inh = -11; Vif imaging = -2; aDG glyco act = 0.5; Granule exo inh = -2; ABCB6 inh 2 = 90; N-glyco inh = 3; NOD2-RIPK2 inh = -9; MC4R antagonist = 3; TLR9-MyD88 block = -1
# `CCCCc1cc(=O)oc2c(CN3CCN(C)CC3)c(O)ccc12` reads MC4R ag barr = -2.1; ABHD5-PLIN5 inh = 8; Vif imaging = -12; aDG glyco act = 0.0; Granule exo inh = 16; ABCB6 inh 2 = 101; N-glyco inh = -4; NOD2-RIPK2 inh = -4; MC4R antagonist = 3; TLR9-MyD88 block = -1

# Next structures
SMILES,MC4R ag barr,ABHD5-PLIN5 inh,Vif imaging,aDG glyco act,Granule exo inh,ABCB6 inh 2,N-glyco inh,NOD2-RIPK2 inh,MC4R antagonist,TLR9-MyD88 block
Cc1ccc(N(Cc2ccc(C(=O)Nc3ccccc3C(=O)NCc3ccco3)cc2)S(C)(=O)=O)cc1C,-1.3,1,-5,-0.7,-2,101,-3,7,13,13
CCS(=O)(=O)Nc1c(C(=O)OC)[nH]c2ccccc12,-3.3,1,17,0.4,-1,99,-1,-1,3,2
COc1ccc(-c2nnc(SCC(=O)NCc3cccs3)n2C(C)C)cc1,-7.2,-6,-6,0.2,0,94,-1,3,1,-2
CCOC(=O)N1CCN(C(=O)c2ccc3c(c2)N(Cc2ccc(C)cc2)CCS3)CC1,1.3,7,-10,1.2,-2,90,-1,-6,5,-11
Cc1ccccc1Nc1c(N)c(=O)oc2ccccc12,-1.0,3,.,0.3,2,98,2,6,-10,-4
O=C(COc1ccc(Cl)cc1Cl)NC(=O)NC1CCCC1,3.2,-6,4,-0.1,-4,85,3,-3,0,-1
CCOC(=O)C1CCCN(S(=O)(=O)c2cc3[nH]c(=O)c(=O)[nH]c3cc2C)C1 (stereo not given),0.4,-8,5,0.3,-4,95,1,-11,11,-7
Cc1ccc(Cn2nnc3c(=O)[nH]c(C4CCN(S(=O)(=O)c5ccccc5)CC4)nc32)cc1,-1.1,1,0,-0.1,-1,109,1,1,-3,-6
COc1cccc(C(O)c2nccn2Cc2ccccc2)c1OC (stereo not given),-2.2,2,.,0.0,13,85,0,5,0,8
CCOC(=O)c1cc(CC)sc1/N=C/C1=C(O)CC(C)(C)CC1=O,-1.9,0,1,-0.3,2,101,1,10,7,-3
CCOc1ccccc1C(=O)OCC(=O)NCC1CCCCC1,0.5,17,-8,0.1,0,98,0,4,7,0
CCCc1cc(=O)[nH]c(SCC(=O)Nc2cc(S(=O)(=O)N3CCCCC3)ccc2C)n1,1.7,3,16,-0.1,1,100,-1,-2,14,-5
O=c1c(-c2ccc3c(c2)OCCO3)c(C(F)(F)F)oc2cc(O)cc(O)c12,4.3,-7,-8,-0.3,2,100,-3,-9,7,0
COc1cccc(NS(=O)(=O)c2cc3c(cc2C)NC(=O)CO3)c1,0.6,-5,18,-0.2,-2,102,2,-5,7,-17
O=C(NCCO)NC(=S)c1ccccc1,1.3,0,3,0.0,0,96,-1,13,18,-5
CC(C)(C)OC(=O)NCCCCCNC(=O)c1[nH]cnc1C(=O)NC1CCN(C(=O)OC(C)(C)C)CC1,-1.6,5,1,0.3,29,98,0,-3,10,8
N#C/C(=C\c1ccc(-c2ccc([N+](=O)[O-])cc2Br)o1)C(=O)N1CCN(c2ccccc2)CC1,-2.3,-1,0,0.1,0,134,0,-2,4,11
COc1ccc([N+](=O)[O-])cc1NC(=O)c1ccco1,0.0,-5,-9,-0.1,-2,101,4,15,5,6
O=C(CCNC(=O)c1ccc([N+](=O)[O-])cc1)NCCc1ccc(Cl)cc1,-2.4,6,15,0.0,-2,96,-2,1,3,-4
CC1N(C)c2cc(NC(=O)c3ccco3)ccc2C1(C)C (stereo not given),-2.1,4,-4,0.8,0,i,-2,-1,3,-17
COc1ccc(-c2nc(CS(=O)CC(=O)NCc3ccc4c(c3)OCO4)c(C)o2)cc1 (stereo not given),0.5,12,-4,0.0,4,96,1,0,9,2

# Of the compounds above, these have a Cl atom.
SMILES,MC4R ag barr,ABHD5-PLIN5 inh,Vif imaging,aDG glyco act,Granule exo inh,ABCB6 inh 2,N-glyco inh,NOD2-RIPK2 inh,MC4R antagonist,TLR9-MyD88 block
COC(=O)c1c(C)[nH]c(C(=O)/C=C/c2cccc(Cl)c2)c1C,2.9,2,-1,0.3,3,92,17,-15,-10,-12
O=C(COc1ccc(Cl)cc1Cl)NC(=O)NC1CCCC1,3.2,-6,4,-0.1,-4,85,3,-3,0,-1
O=C(CCNC(=O)c1ccc([N+](=O)[O-])cc1)NCCc1ccc(Cl)cc1,-2.4,6,15,0.0,-2,96,-2,1,3,-4

# Only part of the results is shown; the hit share may differ from the screen's.
